Screens as filed in PubChem.
V-ATPase pHluor: yeast V-ATPase proton transport regulation by pHLuorin; S. cerevisiae, pHLuorin cytosolic pH fluorescence; response, % at 10 µM; 350,000 tested, 0.37% active; AID 504577; in the data active means response mostly above about 7.3%, no sharp cut-off; inactive means mostly below about 5.4%; further: actives read high; inactives centre near 0; some compounds called inactive have numbers as strong as hits; reference of the scale not given here
RTF Ca sens inh: cardiac RTF calcium desensitization; P19429+P45379; IANBD-labeled cardiac RTF, Ca2+ fluorescence; inhibition, % at 7.15 µM; 340,000 tested, 0.12% active;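 active means inhibition above the mean inhibition of all tested compounds plus 3 SD, cut at about 17% in these data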;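 further: assay run at fixed EC70 calcium of 1.6 mM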
MOR-DOR ag: OPRM1-OPRD1 heterodimerization agonism; cells, luminescence; activation, % at 9.3 µM; 340,000 tested, 0.3% active; in the data active means activation above about 18%;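 further: 0% = vehicle-treated cells and 100% = reference agonist; values of inactives mirror those of a sister screen read the other way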
Keap1-Nrf2 PPI: disrupts human Keap1 binding to Nrf2 peptide; Keap1 Kelch-Nrf2 peptide fluorescence polarization, 1536-well; Q14145; AID 504523; 340,000 tested, 0.15% active; inhibition, % at 9.4 µM; in the data active means inhibition above about 12%;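 further: human Keap1 Kelch domain with fluorescein labeled Nrf2 9mer peptide probe; 0% = neutral control wells and 100% = peptide positive control; higher means more block of Keap1 binding to Nrf2 peptide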
Target sequence (Q14145 whole entry, looked up, the tested form may be a part): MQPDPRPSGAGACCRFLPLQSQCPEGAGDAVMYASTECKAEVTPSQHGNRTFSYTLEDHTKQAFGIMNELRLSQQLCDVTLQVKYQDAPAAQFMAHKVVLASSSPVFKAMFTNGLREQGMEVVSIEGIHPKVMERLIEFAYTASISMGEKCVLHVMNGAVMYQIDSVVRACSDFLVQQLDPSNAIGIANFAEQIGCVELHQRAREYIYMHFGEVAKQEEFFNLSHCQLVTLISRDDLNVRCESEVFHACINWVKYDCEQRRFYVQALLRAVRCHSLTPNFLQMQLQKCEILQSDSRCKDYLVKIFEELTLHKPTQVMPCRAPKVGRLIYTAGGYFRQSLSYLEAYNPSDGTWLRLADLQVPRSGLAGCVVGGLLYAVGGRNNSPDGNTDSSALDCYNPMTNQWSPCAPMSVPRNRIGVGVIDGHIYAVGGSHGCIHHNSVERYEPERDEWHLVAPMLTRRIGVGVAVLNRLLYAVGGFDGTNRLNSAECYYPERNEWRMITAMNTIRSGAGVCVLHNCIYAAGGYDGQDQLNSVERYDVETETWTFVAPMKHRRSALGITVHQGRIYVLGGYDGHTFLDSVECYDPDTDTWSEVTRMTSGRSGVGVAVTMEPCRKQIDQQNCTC
HTR5A ag ctr: HTR5A agonism, opioid heterodimer counter-screen; P47898; HTR5A agonist assay, luminescence, cell-based; activation, % at 9.3 µM; 340,000 tested, 0.61% active; AID 504692; in the data active means activation mostly above about 9.5%, no sharp cut-off; inactive means mostly below about 7.6%;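 further: 0% = cells with vehicle only and 100% = reference agonist; strong numbers were not always called active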
Target sequence (P47898 whole entry, looked up): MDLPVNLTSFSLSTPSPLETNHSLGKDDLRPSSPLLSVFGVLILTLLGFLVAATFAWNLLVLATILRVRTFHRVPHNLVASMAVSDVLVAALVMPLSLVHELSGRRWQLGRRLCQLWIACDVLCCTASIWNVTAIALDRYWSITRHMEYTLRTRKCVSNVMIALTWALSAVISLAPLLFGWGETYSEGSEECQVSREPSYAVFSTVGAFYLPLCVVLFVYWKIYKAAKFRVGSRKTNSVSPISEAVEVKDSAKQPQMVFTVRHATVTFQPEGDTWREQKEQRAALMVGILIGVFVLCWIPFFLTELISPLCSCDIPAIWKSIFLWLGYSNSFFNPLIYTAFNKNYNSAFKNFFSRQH
MOR-DOR inv ag: mu-delta opioid heterodimer inverse agonism | inhibition, % at 9.3 µM | 340,000 tested, 0.21% active | AID 504357 | cell-based MOR-DOR heterodimer luminescence; in the data active means inhibition above about 22%, passing the limit was not always enough;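 further: 0% = cells with DMSO and 100% = wells without cells with DMSO; values of inactives mirror those of a sister screen read the other way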
RTF Ca sens act: increases calcium sensitivity of human cardiac regulated thin filaments; P19429+P45379; IANBD-labeled TnC RTF fluorescence at EC20 calcium; 0% EC20 calcium, 100% full calcium; activation, % at 7.2 µM; 340,000 tested, 0.24% active; AID 493008;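 active means activation above the mean over all tested compounds plus 3 SD, cut at about 30% in these data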;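 further: rise in fluorescence read as greater calcium sensitivity of cardiac thin filaments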
HTR5A inv ag: HTR5A inverse agonism, opioid heterodimer counter-screen. P47898. HTR5A cell line, luminescence. inhibition, % at 9.3 µM. 340,000 tested, 0.083% active. AID 504634; in the data active means inhibition mostly above about 23%, no sharp cut-off; inactive means mostly below about 18%;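 further: 0% = cells with DMSO and 100% = no-cell wells with DMSO; some compounds called inactive have numbers as strong as hits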
CAL PDZ FP: CAL PDZ (human) peptide binding inhibition. Q9HD26. purified CAL PDZ, TMR-peptide fluorescence polarization, 1 h. inhibition, % at 24.9 µM. 300,000 tested, 0.92% active;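 active means mean inhibition of at least 30% with at least half of replicates also reaching 30%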;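 further: 0% = DMSO neutral control and 100% = excess unlabeled competitor peptide PRC23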
LANA DNA inh: blocks KSHV LANA C-terminal domain binding to DNA | 340,000 tested, 0.078% active | inhibition, % at 9 µM | MBP-C-LANA/FAM-LBS DNA binding, fluorescence polarization;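 active means highest replicate inhibition at or above 60% at 9 µM, even if other replicates fall short; inactive means all replicates below 60% inhibition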;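 further: 0% = neutral control wells and 100% = 4 µM acridine orange control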
* hit, by the source's call; / = no result given; & = joins results of further samples.

SMILES | V-ATPase pHluor | RTF Ca sens inh | MOR-DOR ag | Keap1-Nrf2 PPI | HTR5A ag ctr | MOR-DOR inv ag | RTF Ca sens act | HTR5A inv ag | CAL PDZ FP | LANA DNA inh
COc1cccc(/C=N/NC(=O)c2cc(C34CC5CC(CC(C5)C3)C4)[nH]n2)c1 | 1 | -3 | 3.6 | 5 | 9 | -17 | 1 | -42 | -5 | 0.9
CN(C)CC(O)COC(c1ccccc1)c1ccccc1 (configuration not stated) | 2 | -1 | -3.0 | -2 | 3 | 15 | -2 | -38 | -1 | 0.7
CN(C)c1ccc(C(=O)NCC(c2cccs2)N2CCOCC2)cc1[N+](=O)[O-] (configuration not stated) | 1 | -6 | -2.9 | 5 | 2 | 16 | -5 | 4 | -5 | -0.1
Cc1ccc(C(C(=O)NC(C)(C)C)N(Cc2cccnc2)C(=O)C(=O)NC2CCCCC2)o1 (configuration not stated) | -2 | -10 | -1.4 | -2 | 5 | 7 | 2 | 14 | -3 | 1.3
CC1=C(C)C(O)N(Cc2ccccc2)C1=O (configuration not stated) | 0 | -8 | -2.3 | -2 | 0 | 12 | 4 | 0 | 2 | -1.6
O=C(CSC1=NCCS1)NC1CCCC1 | 2 | 7 | 0.9 | -4 | 1 | -6 | -7 | -22 | -2 | -2.9
O=C(N/N=C/c1ccc([N+](=O)[O-])s1)c1ccncc1 | 2 | -9 | 5.6 | 2 | -2 | -40 | 4 | 5 | 2 | 0.2
COC(=O)c1ccccc1S(=O)(=O)N1CCC(C(=O)NC2CCCCC2)CC1 | 2 | 3 | -1.9 | -2 | 2 | 8 | 1 | -5 | -3 | -1.0
O=C(Nc1ccc(O)cc1)c1c(O)c2c([nH]c1=O)CCCC2 | -1 | 8 | 0.4 | -3 | 0 | -2 | -3 | 1 | 0 | -1.3
CCC(=O)N(CCc1ccccc1)Cc1cc2ccc(OC)cc2[nH]c1=O | 3 | 3 | -2.9 | -4 | 6 | 17 | -4 | -22 | -6 | -2.6
O=C(NC1CCCC1)C(c1ccccc1)N(C(=O)c1ccno1)c1cccnc1 (configuration not stated) | 2 | -10 | -1.0 | -1 | 4 | 6 | 7 | -31 | -4 | 0.1
Cc1nnc(SCc2nc3ccccc3s2)n1-c1ccccc1 | 8.3* | -11 | -0.9 | -6 | 0 | 5 | 10 | 3 | -1 | 0.4
O=C(COC(=O)CCc1nc2ccccc2s1)NC(=O)NCc1ccco1 | -3 | 0 | 0.7 | -4 | -4 | -3 | -2 | 11 | -3 | 1.0
CN(C)c1ccc(NC(=O)CCN2CCN(c3ccccn3)CC2)cc1 | -1 | -5 | -2.1 | -4 | -6 | 12 | -6 | 23 | -3 | -3.5
c1ccc(CSc2nc3ncccn3n2)cc1 | 2 | -8 | 0.5 | -6 | -3 | -2 | 2 | 9 | -3 | 1.1
Cc1ccc(NS(=O)(=O)c2ccc(CCC(=O)NCc3ccccn3)cc2)cc1 | -2 | 9 | -4.5 | 1 | 4 | 21 | -1 | 2 | -1 | -0.6
COc1ccccc1CCc1nnc(CCC(=O)NCC(C)Oc2cccnc2)o1 (configuration not stated) | -3 | 11 | -0.5 | 3 | 6 | 3 | 8 | -2 | 4 | 0.5
CC(=O)Nc1ncc(Cc2cccc(Cl)c2)s1 | -1 | 10 | -2.6 | -5 | -5 | 12 | -6 | -1 | -1 | -0.3
Cc1ccc(NC(=S)N2CCCCC2)cc1C | 14 | -3 | -1.5 | -4 | 1 | 8 | 6 | 9 | -10 | -0.8
COc1ccc(-c2cn(-c3ccccc3)c3[n+]2CCS3)cc1 | 2&1 | -5&-8 | 0.1&-0.6 | -2&-2 | 6&-4 | -1&3 | 5&-1 | -4&14 | 1&-4 | 0.3&1.6

Fetched by compound from the entries so far (2):
SMILES | V-ATPase pHluor | RTF Ca sens inh | MOR-DOR ag | Keap1-Nrf2 PPI | HTR5A ag ctr | MOR-DOR inv ag | RTF Ca sens act | HTR5A inv ag | CAL PDZ FP | LANA DNA inh
Cc1ccc(NS(=O)(=O)c2ccc(CCC(=O)NCc3ccccn3)cc2)cc1 | -2 | 9 | -4.5 | 1 | 4 | 21 | -1 | 2 | -1 | -0.6
O=C(N/N=C/c1ccc([N+](=O)[O-])s1)c1ccncc1 | 2 | -9 | 5.6 | 2 | -2 | -40 | 4 | 5 | 2 | 0.2

(continued)
SMILES | V-ATPase pHluor | RTF Ca sens inh | MOR-DOR ag | Keap1-Nrf2 PPI | HTR5A ag ctr | MOR-DOR inv ag | RTF Ca sens act | HTR5A inv ag | CAL PDZ FP | LANA DNA inh
Cc1ccc(NC(=O)CN2C(=O)NC3(CCCC3)C2=O)cc1S(=O)(=O)N1CCCCC1 | -1 | 6 | -1.0 | -3 | 2 | 4 | -5 | -5 | -2 | 0.5
C=CCOC(=O)C(C#N)c1nc2ccccc2nc1N1CCC(C(=O)OCC)CC1 (configuration not stated) | 0 | -9 | 0.4 | -7 | -4 | -2 | -5 | -3 | -1 | 0.6
COc1ccc(NC(=O)c2cn(C)c(=O)c3cc(OC)c(OC)cc23)c(OC)c1 | -1 | -4 | -1.7 | -3 | 4 | 9 | 3 | -15 | -3 | -0.1
O=C(CCCCC(=O)NN=Cc1ccc(Cl)cc1)NN=Cc1ccc(Cl)cc1 | -2 | -3 | -0.9 | -2 | -1 | 5 | -5 | 3 | / | 1.4
O=C(OCCN1CCN(C2=NS(=O)(=O)c3ccccc32)CC1)c1ccccc1F | 7 | -1 | -6.0 | -6 | 2 | 20 | -1 | 11 | -2 | -0.5
COCCSc1nnc(-c2cnccn2)o1 | 1 | -4 | -1.4 | 3 | 1 | 7 | 8 | -48 | 8 | -1.1
O=C(COc1ccc(-n2cnnn2)cc1)Nc1ccc(Br)cc1F | -3 | -8 | 0.3 | -1 | 2 | -1 | -4 | -1 | / | 0.5
COC(=O)c1nnn(-c2nonc2N)c1CSc1nc2ccccc2s1 | 4 | -9 | -0.9 | -3 | -5 | 4 | 2 | 12 | -3 | 1.2
CC(=O)c1ccc(S(=O)(=O)N2CCc3ccccc3C2)cc1 | -5 | -2 | -2.3 | -1 | 0 | 11 | -8 | 1 | 0 | -1.7
N#CC1=C(S)N(c2ccccc2)C(c2ccc(-c3cccc(Cl)c3)o2)NC1=O (configuration not stated) | -2 | -8 | 0.7 | -5 | -7 | -5 | -1 | -3 | -4 | 1.3
CN(C(=O)CSc1ncnc2sc3c(c12)CCCC3)C1CCS(=O)(=O)C1 (configuration not stated) | 2 | 2 | -1.3 | 0 | 7 | 7 | -8 | -26 | -1 | -0.5
COc1ccc(NC(=O)N[C@@H](CCSC)C(=O)O)cc1OC | -1 | 2 | -0.8 | -5 | 7 | 4 | 0 | -6 | 2 | -0.5
COc1cc2cc(C#N)c(SCC(=O)Nc3cc(C)on3)nc2cc1OC | 6 | -4 | -1.3 | 6 | 4 | 8 | -2 | -21 | 2 | -0.5
Cc1cc(C)cc(OCC(=O)Nc2ccc(N3CCN(C(=O)c4ccco4)CC3)cc2)c1 | 0 | -3 | 3.6 | -3 | -1 | -21 | -8 | 3 | -3 | 0.7
Cc1ccnc(NC(=O)CCCOc2cc(=O)n(C)c3ccccc23)c1 | 0 | -5 | -4.1 | -2 | -6 | 20 | 3 | 15 | -8 | 0.7
COc1cc(OC)cc(C(=O)NC2CCCCCCC2)c1 | 5 | 1 | -0.4 | -3 | 4 | 2 | 0 | -13 | -1 | -0.6
CCCN(CC(=O)Nc1ccccc1OC)C(=O)c1ccc(S(=O)(=O)NCc2ccco2)cc1 | -3 | 2 | -3.9 | -2 | -9 | 17 | -6 | 22 | 5 | -0.3
CCOc1ccccc1C1CC(c2cccc(NS(C)(=O)=O)c2)=NN1C(=O)c1ccccc1 (configuration not stated) | 6 | 6 | -1.1 | -3 | -2 | 6 | -2 | 5 | 0 | 0.1
COc1cc(Cl)c(C)cc1NC(=O)COC(=O)c1cc[n+]([O-])cc1 | 0 | -19 | -1.3 | -6 | 1 | 6 | -2 | -3 | 1 | 0.9
COc1ccc(C(=O)Nc2nnc(C3=COCCO3)o2)cc1OC | 1 | -4 | -0.9 | -3 | 4 | 4 | 5 | -9 | -2 | 1.6
CC(C)Cc1ccc(S(=O)(=O)Nc2cccnc2)cc1 | 2 | 2 | 0.3 | -4 | -1 | -2 | -2 | 0 | / | 0.4
CC(C)(C)c1ccc(C(=O)N2CCCN(C(=O)c3ccc(C(C)(C)C)cc3)CC2)cc1 | -3 | 2 | -0.8 | -2 | -2 | 4 | -7 | 10 | -3 | -1.4
Cc1ccc(CSc2nnc(-c3ccco3)n2N)cc1 | 1 | 0 | -2.1 | -7 | 0 | 11 | 4 | -2 | -1 | 1.9
CCn1c2ccccc2c2cc(NC(=O)COC(=O)c3cccc(S(=O)(=O)NC)c3)ccc21 | 1 | 0 | 1.1 | -2 | 1 | -5 | 8 | 17 | 0 | 0.8
C[C@@H](OC(=O)c1[nH]cnc1C(=O)N1CCc2ccccc2C1)c1ccccc1 | 2 | -12 | -1.6 | 0 | -4 | 9 | 5 | 10 | -2 | 1.6
COc1ccc(-n2nc(C(=O)NCC(=O)Nc3cccc(Cl)c3)c3ccccc3c2=O)cc1OC | -11 | -20 | 4.6 | -1 | 3 | -38 | -2 | -2 | -5 | -0.5
O=c1onc(-c2c(F)cccc2F)n1-c1ccccc1Cl | 3 | -12 | 6.2 | 0 | 1 | -28 | 8 | -5 | -3 | 1.1
CC(C)CC(=O)N[C@H](C(=O)N[C@H](C(=O)N[C@@H](CC(C)C)[C@@H](O)CC(=O)N[C@@H](C)C(=O)N[C@@H](CC(C)C)[C@@H](O)CC(=O)O)C(C)C)C(C)C | -3 | 1 | -1.5 | 5 | 0 | 8 | 6 | -31 | 4 | 0.0
O=S(CCc1ccncc1)Cc1ccccc1 (configuration not stated) | -2 | -2 | 0.9 | -9 | 2 | -5 | 1 | -1 | -1 | -4.1

Of the compounds above, these contain a furan ring, fused or not.
SMILES | V-ATPase pHluor | RTF Ca sens inh | MOR-DOR ag | Keap1-Nrf2 PPI | HTR5A ag ctr | MOR-DOR inv ag | RTF Ca sens act | HTR5A inv ag | CAL PDZ FP | LANA DNA inh
Cc1ccc(C(C(=O)NC(C)(C)C)N(Cc2cccnc2)C(=O)C(=O)NC2CCCCC2)o1 (configuration not stated) | -2 | -10 | -1.4 | -2 | 5 | 7 | 2 | 14 | -3 | 1.3
O=C(COC(=O)CCc1nc2ccccc2s1)NC(=O)NCc1ccco1 | -3 | 0 | 0.7 | -4 | -4 | -3 | -2 | 11 | -3 | 1.0
N#CC1=C(S)N(c2ccccc2)C(c2ccc(-c3cccc(Cl)c3)o2)NC1=O (configuration not stated) | -2 | -8 | 0.7 | -5 | -7 | -5 | -1 | -3 | -4 | 1.3
Cc1cc(C)cc(OCC(=O)Nc2ccc(N3CCN(C(=O)c4ccco4)CC3)cc2)c1 | 0 | -3 | 3.6 | -3 | -1 | -21 | -8 | 3 | -3 | 0.7
CCCN(CC(=O)Nc1ccccc1OC)C(=O)c1ccc(S(=O)(=O)NCc2ccco2)cc1 | -3 | 2 | -3.9 | -2 | -9 | 17 | -6 | 22 | 5 | -0.3
Cc1ccc(CSc2nnc(-c3ccco3)n2N)cc1 | 1 | 0 | -2.1 | -7 | 0 | 11 | 4 | -2 | -1 | 1.9
